Screening data: PubChem, several laboratories
Mtb RmlCD inh: inhibitors of Mycobacterium tuberculosis RmlC and RmlD coupled enzymes; RmlC+RmlD coupled enzyme assay, percent inhibition; primary screen in compound mixtures; P9WH09+P9WH11; inhibition, % at 3.6 µM; 160,000 tested, 0.03% active; AID 1533; in the data active = inhibition mostly above about 34%, no sharp cut-off; inconclusive = no clear call, values can overlap the other calls; inactive = mostly below about 22%; note: some results filed as inactive read as strong as hits
Target sequence (P9WH09 whole entry, looked up): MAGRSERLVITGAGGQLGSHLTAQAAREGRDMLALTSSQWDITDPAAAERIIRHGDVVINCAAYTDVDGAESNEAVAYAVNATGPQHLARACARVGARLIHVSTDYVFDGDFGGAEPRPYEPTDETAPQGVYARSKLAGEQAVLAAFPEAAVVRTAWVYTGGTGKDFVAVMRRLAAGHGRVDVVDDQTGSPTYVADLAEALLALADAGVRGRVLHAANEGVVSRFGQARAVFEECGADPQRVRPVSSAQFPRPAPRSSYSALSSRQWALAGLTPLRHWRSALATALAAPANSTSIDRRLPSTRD
Target sequence (P9WH11 whole entry, looked up): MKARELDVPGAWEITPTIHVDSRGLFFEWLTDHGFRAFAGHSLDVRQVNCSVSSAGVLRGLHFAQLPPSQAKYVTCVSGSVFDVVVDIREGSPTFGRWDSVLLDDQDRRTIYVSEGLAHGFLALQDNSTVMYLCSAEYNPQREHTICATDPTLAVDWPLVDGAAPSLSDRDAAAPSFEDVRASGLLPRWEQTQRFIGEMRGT
GlmU inhibition: inhibition of mycobacterial GlmU enzyme – biochemical, glucosamine-1-phosphate acetyltransferase (AID 1376); M. tuberculosis GlmU acetyltransferase enzyme assay; higher % means a stronger effect; one-dose inhibition, %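 (tested at 30 µM in the primary screen)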; IC50 in µM for titrated hits; 220,000 tested, 0.25% active; in the data active = inhibition above about 13%; inconclusive = no clear call, values can overlap the other calls;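 note: 0% = complete reaction with vehicle and 100% = reaction without substrate; strong numbers were not always called active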
An asterisk follows results filed as active; ? = inconclusive; . = not tested or not shown. Not all compounds are listed, so the mix of outcomes need not match the whole.

Sample of the layout, four compounds:
SMILES	Mtb RmlCD inh	GlmU inhibition
COc1ccc(NC(=O)c2ccco2)cc1NC(=O)c1ccco1	.	1.3%
CC(C)=CCC/C(C)=C/COc1ccc2ccc(=O)oc2c1	-11.9	2.3%
CC1(C)CC2(CC(c3ccccc3)Oc3cc(O)ccc32)NC(=S)N1 (configuration not stated)	4.2	-1.4%
CCOC(=O)C(=CNc1ccc(OC)cc1[N+](=O)[O-])C(=O)OCC	1.9	1.3%

Results (from the top)
SMILES	Mtb RmlCD inh	GlmU inhibition
COc1ccc(NC(=O)c2ccco2)cc1NC(=O)c1ccco1	.	1.3%
CC(C)=CCC/C(C)=C/COc1ccc2ccc(=O)oc2c1	-11.9	2.3%
CC1(C)CC2(CC(c3ccccc3)Oc3cc(O)ccc32)NC(=S)N1 (configuration not stated)	4.2	-1.4%
CCOC(=O)C(=CNc1ccc(OC)cc1[N+](=O)[O-])C(=O)OCC	1.9	1.3%
O=C(CCCOc1ccccc1)NC(=S)Nc1ccccc1	-6.0	-2.8%
CC/C(=N/Nc1ccc(Cl)cc1)c1cnnc(SC)n1	2.6	2.2%
N#Cc1c(/N=C/c2cccnc2)sc2c1CCCC2	.	3.9%
COc1ccc(-n2c3c(cc(C(=O)N4CCN(CCO)CC4)c2=O)C(=O)CC(C)(C)C3)cc1	.	-3.9%
CC(C)(C)S(=O)(=O)c1cnc2c(-c3ccc(F)cc3)cnn2c1N	-3.1	3.0%
COc1ccc(OC)c(C(=O)COC(=O)CNC(=O)C2CCCCC2)c1	-6.8	0.3%
CC(=O)c1c(C)oc2ccc(NS(=O)(=O)c3cccs3)cc12	7.0	0.5%
Cc1cccc(NN=C2c3ccccc3-c3ccccc32)c1	9.3	-1.6%
O=[N+]([O-])/C(C(Cl)=C(Cl)Cl)=C1\Nc2ccccc2O1	12.5	0.3%
Cc1ccc(OCC(=O)Nn2cnnc2)c(Br)c1	.	2.0%
CCOC(=O)C1CCCN(C(=O)c2sc3nc(C)nc(N4CCOCC4)c3c2C)C1 (configuration not stated)	.	-0.6%
COc1cc(/C=C/C(=O)OCC(=O)NCc2cccs2)ccc1OCC#N	.	1.8%
Cc1nn(C)c(C)c1CNC(=O)c1cnn2c1NC(c1ccccc1)CC2C(F)(F)F (configuration not stated)	3.5	0.6%
CC(/C=N/NC(=O)CSc1n[nH]c(=O)[nH]c1=O)=C\c1ccccc1	.	-4.1%
CS(=O)(=O)N(CC(=O)N1CCCCCC1)c1ccc(Br)cc1	2.3	0.6%
CCOC(=O)N1CCN(C(=O)c2cnc(Nc3ccccc3OC)c3ccccc23)CC1	13.2	2.5%

Single values from the list:
`COc1ccc(-n2c3c(cc(C(=O)N4CCN(CCO)CC4)c2=O)C(=O)CC(C)(C)C3)cc1` | GlmU inhibition = -3.9%
`O=[N+]([O-])/C(C(Cl)=C(Cl)Cl)=C1\Nc2ccccc2O1` | GlmU inhibition = 0.3%

Going on with the list:
SMILES	Mtb RmlCD inh	GlmU inhibition
CC1=NN(c2ccc(C(=O)O)cc2)C(=O)/C1=C\c1ccc(OC(=O)c2cccs2)cc1	8.0	1.6%
CCCCNC(=O)C1c2ccccc2C(=O)N(c2ccc(OC)cc2)C1c1ccc(OC)cc1 (configuration not stated)	.	1.5%
C=CCNC(=O)C(=O)c1cccn1-c1ccsc1C(=O)OC	.	3.3%
Cc1nnc(N/N=C/c2ccccn2)[nH]c1=O	.	-3.7%
CCOc1ccccc1NC(C)C(=O)Nc1cc(C(F)(F)F)ccc1N1CCOCC1 (configuration not stated)	17.8	0.3%
COc1ccc(N(C(=O)c2ccco2)C(C(=O)NC2CCCCC2)c2cccs2)cc1OC (configuration not stated)	.	1.9%
Cc1ccc2oc(-c3cccc(NC(=O)Cn4cnc5c(=O)n(C)c(=O)n(C)c54)c3)nc2c1	-1.6	1.5%
CCOC(=O)CN1C(=O)N[C@@H](c2ccc(Br)cc2)C(C(C)=O)=C1C	.	2.7%
CCCC(=O)OCC(=O)Nc1ccc([N+](=O)[O-])cc1C#N	-2.2	-2.2%
Cc1ccc(NC(=O)Cn2c(=O)n(CCC(=O)NC3CCN(Cc4ccccc4)CC3)c(=O)c3ccccc32)cc1	-1.0	-4.9%
Cc1ccc(CN2C3CCCC2CC(NC(=O)Nc2cccc(F)c2)C3)cc1 (configuration not stated)	-6.8	-6.8%
O=C(CSc1nccc(=O)[nH]1)Nc1ccc(F)c([N+](=O)[O-])c1	5.8	2.9%
CC(N)=Nc1ccc([N+](=O)[O-])cc1	.	3.5%
O=C(NNC(=S)Nc1ccccc1)C1CCCCC1	-9.1	-2.1%
CC(C)(C)NC(=O)C(c1ccncc1)N(Cc1cccs1)C(=O)Cn1nnc(-c2cccs2)n1 (configuration not stated)	-1.1	-0.4%
Cc1cc(Nc2c(C)n(C)n(-c3ccccc3)c2=O)c2ccccc2n1	-14.6	-1.6%
CNC(=O)CN(c1cc([N+](=O)[O-])ccc1OC)S(C)(=O)=O	-11.7	3.1%
Cc1cc(NC(=O)CCC(=O)N(CC(=O)NCC2CCCO2)Cc2ccc(F)cc2)no1 (configuration not stated)	.	3.5%
CCC(=Nc1ccccc1OC)C1=C(O)CC(c2ccccc2)CC1=O (configuration not stated)	10.2	3.1%
COc1ccc(NCCC#N)cc1	-5.6	2.5%

Two of the compounds above, as a markdown table:
| SMILES | Mtb RmlCD inh | GlmU inhibition |
| --- | --- | --- |
| COc1ccc(N(C(=O)c2ccco2)C(C(=O)NC2CCCCC2)c2cccs2)cc1OC (configuration not stated) | . | 1.9% |
| CC(N)=Nc1ccc([N+](=O)[O-])cc1 | . | 3.5% |

Following part:
SMILES	Mtb RmlCD inh	GlmU inhibition
CCN(CC)CCCCCOc1ccccc1OC	.	2.1%
CN1CCNC(=O)C1CC(=O)NCCc1ccccc1F (configuration not stated)	-6.6	-3.3%
Cc1c(NC(=O)C(C)OC(=O)C(NC(=O)c2ccco2)C(C)C)c(=O)n(-c2ccccc2)n1C (configuration not stated)	.	-0.9%
CC1CN(CC(O)COC(c2ccc(Cl)cc2)c2ccc(Cl)cc2)CC(C)O1 (configuration not stated)	10.4	-0.3%
CCOc1ccc(C(=O)OCc2nnc(-c3cccs3)o2)cc1OC	7.4	-2.4%
Cn1cc(-c2nnnn2-c2ccc(Cl)cc2)c(C(F)(F)F)n1	-1.9	2.0%
COc1cccc(OC)c1C(=O)O/N=C(\N)c1ccncc1	3.5	6.3%
COc1cc(/C=C/C(=O)Nc2cc(S(=O)(=O)N3CCOCC3)ccc2N2CCCC2)cc(OC)c1OC	5.2	-0.3%
COc1ccc(NC(=O)CC2C(=O)N(C)C(=S)N2Cc2ccc3c(c2)OCO3)cc1 (configuration not stated)	.	-1.4%
COC(=O)c1c(C)[nH]c(C(=O)NCc2ccco2)c1C	3.7	-2.6%
COc1ccc(OC)c(NC(=O)C(CC(=O)O)Cc2ccc(Cl)cc2)c1 (configuration not stated)	.	4.2%
COC(=O)c1c(C)[nH]c(C(=O)C(C)[N+]23CCN(CC2)CC3)c1C (configuration not stated)	-7.1	-0.4%
N#Cc1ccsc1NC(=O)CCc1ccccc1	10.5	0.0%
Cc1ccc(S(=O)(=O)NC2CCOC(C)(C)C2)cc1 (configuration not stated)	-8.1	1.8%
O=C(N1CCCC1)C12CC3CC(CC(C3)C1)C2	.	1.3%
c1csc(-c2noc(CN3CCOCC3)n2)c1	3.9	5.0%
CCc1cccc(NC(=O)C2CCCN2S(=O)(=O)c2ccc3c(c2)n(C)c(=O)c(=O)n3C)c1 (configuration not stated)	.	9.8%
Cc1ccc(N(CC(=O)NCc2ccco2)S(=O)(=O)c2ccccc2)cc1	.	7.5%
COc1ccccc1NC(=O)CSc1nnc(CC(=O)Nc2ccccc2)n1C	.	-2.4%
O=C(CN(C(=O)c1csnn1)c1cccc2ccccc12)NC1CCCC1	-3.8	3.3%
CCOc1cc(C)c(-c2onc(C(F)(F)F)c2-c2csc(C)n2)c(O)c1	29.6	5.0%
O=C1c2nc3cc(-c4ccccc4)[nH]n3c(=O)c2CN1Cc1ccccc1	9.9	-1.6%
COc1ccc(CCNC(=O)c2ccc(N(C)S(=O)(=O)c3ccccc3)cc2)cc1	17.9	1.9%
CCOC(=O)Cn1c(-c2nonc2NC(=O)c2ccccc2F)nc2ccccc21	-4.8	-5.0%
CCC(C)/C(C)=N/NC(=O)c1cn(-c2ccccc2)nc1-c1ccccc1 (configuration not stated)	6.0	2.0%
COc1ccc(/C=N/n2c(-c3ccco3)nc3ccccc3c2=O)cc1	.	-1.2%
CCCc1nc2c(o1)CC(CC(C)SCC)CC2=O (configuration not stated)	-1.5	-1.8%
CC(C)NC(=O)C1CCN(C(=O)N(C)C)CC1	.	2.5%
O=C(CN1C(=O)CC(c2ccccc2)=Nc2ccccc21)NCc1ccccc1	.	1.0%
Cc1cccc(NC(=O)c2cnn(-c3ccc(F)cc3)c2C2CCNCC2)c1C	-4.8	-2.8%
CCOC(=O)c1sc(NC(=O)COC(=O)CNC(=O)c2ccco2)c(C(=O)OCC)c1C	4.6	-3.4%
Nc1ccccc1NC1=CC(=O)CC(c2ccccc2)C1 (configuration not stated)	19.2	2.1%
Cn1nc(C(F)(F)F)c(-c2ccc(Br)cc2)c1NC(=O)C1CCC1C(=O)O (configuration not stated)	1.2	-1.1%
Cc1cc(C(C)(C)C)ccc1OCCn1ccnc1	.	2.7%
CCn1c(SCC(=O)N2CCCc3ccccc32)nnc1-c1c[nH]c2ccccc12	9.1	-4.1%
C=C(Cl)COc1ccc2c(CCCC)cc(=O)oc2c1	.	5.2%
Cc1cc(C)c(C#N)c(SCc2nc3ccccc3[nH]2)n1	96.0	-2.3%
CCCOc1cccc(C(=O)NC(=S)Nc2cccc(C(F)(F)F)c2)c1	.	1.1%
CCS(=O)(=O)n1nc(-c2ccc(OC)cc2)nc1SC	.	-0.3%
O=C(NC(CO)Cc1ccccc1)c1ccccc1 (configuration not stated)	4.9	-4.2%
CC(OC(=O)C1CCCCC1)C(=O)Nc1cccc(Cl)c1 (configuration not stated)	8.1	-1.9%
O=C(c1ccco1)N1CCC(n2nnc3ccccc32)CC1	1.7	-5.5%
O=C(Nc1nc(-c2cc(F)ccc2F)cs1)C1=NN(c2ccccc2)C(=O)CC1	-5.7	-1.7%
CCN(CC)CCCNc1oc(-c2cccc(Cl)c2)nc1C#N	?	-3.6%
Cc1cc2[nH]c3c(c[n+](C)c4ccccc34)c2cc1C	-10.2	-13.5%
CCC(C)NCC(=O)Nc1sc2c(c1C(N)=O)CCC2 (configuration not stated)	-6.4	0.5%
OCCN1CCN(C(=S)c2ccc(-c3ccccc3)cc2)CC1	7.9	7.1%
C#CC(CC)(CC)NC(=S)Nc1cccc(C(C)=O)c1	7.5	-3.9%
C=CCON1C(=O)C(=O)N(OCC=C)[C@H]2CCCC[C@H]21	-14.0	-2.1%
COc1ccc2occ(C(=O)c3cccs3)c2c1	5.7	0.5%
CCOC(=O)CC(=O)CSc1nc2c(c(-c3cccs3)c1C#N)CCC2	-3.6	-4.3%
CCCCC1C(C#N)=C(C)NC2=C1C(=O)CC(C)(C)C2 (configuration not stated)	.	-2.6%
Cc1ccccc1N1C(S)=C(C#N)C(=O)NC1c1ccco1 (configuration not stated)	-11.3	3.9%
Clc1cccc(NCc2nnc(SCc3ccc(Cl)cc3Cl)o2)c1	.	-2.5%
COC(=O)CN1C(=S)N(c2ccc(OC)cc2)C(=O)C1CC(=O)Nc1ccc(F)cc1 (configuration not stated)	-15.5	0.8%
CCOC(=O)c1c(C)[nH]c(C)c1C(=O)COC(=O)c1cc(OC)c(OC)cc1OC	9.0	-2.9%
N#CC(c1ccccc1)c1ccc2c(C(F)(F)F)cc(C(F)(F)F)nc2n1 (configuration not stated)	.	1.1%
COc1ccc(CCNC(=O)C2CC(=O)N(c3ccc(C(C)(C)C)cc3)C2)cc1OC (configuration not stated)	13.0	1.7%
CCc1ccc(NC(=O)CO/N=C(\C)c2cc3ccccc3o2)cc1	.	3.8%
O=C1C(Cc2ccc(Br)cc2)SC(=Nc2ccccc2)N1c1ccccc1 (configuration not stated)	4.9	2.5%

Whole records from above.
CC(N)=Nc1ccc([N+](=O)[O-])cc1 in the list: Mtb RmlCD inh = .; GlmU inhibition = 3.5%
O=C(CN(C(=O)c1csnn1)c1cccc2ccccc12)NC1CCCC1 in the list: Mtb RmlCD inh = -3.8; GlmU inhibition = 3.3%
Cc1ccc2oc(-c3cccc(NC(=O)Cn4cnc5c(=O)n(C)c(=O)n(C)c54)c3)nc2c1 in the list: Mtb RmlCD inh = -1.6; GlmU inhibition = 1.5%

(continued)
SMILES	Mtb RmlCD inh	GlmU inhibition
Cc1c(C(=O)NNc2c(Cl)cccc2Cl)n(C)oc1=O	4.5	5.8%
COc1cccc(OC)c1C(=O)Nc1ccc(NC(=O)c2ccco2)cc1	-13.0	-6.9%
O=C1NC(=O)C(CC(=O)N(Cc2cccs2)C2(C(=O)NC3CCCC3)CCCCC2)N1 (configuration not stated)	5.8	1.7%
O=C(Nc1ccc(NC(=O)c2ccc(S(=O)(=O)c3ccccc3)cc2)cc1)c1ccccc1	11.7	.
CN(O)/C=C1\C(=O)Nc2ccccc21	.	-1.3%
Cc1ccc(OCCCn2c(=O)oc3ccccc32)cc1	10.2	-4.7%
Cc1ccc([N+](=O)[O-])cc1S(=O)(=O)n1ccnc1C	9.6	-4.7%
CC(Sc1nnc2ccccn12)C(=O)Nc1ccc(Cl)cn1 (configuration not stated)	.	8.9%
CCN1CCN(CC(=O)Nc2ccc3c(c2)OCO3)C(=O)C1=O	.	2.1%
COc1ccc(C(=O)Nc2cccc(-c3ccc4nncn4n3)c2)cc1	-16.5	-5.0%
Cc1ccc(OCCC(=O)Nc2ccc(F)c(Cl)c2)cc1	.	2.5%
CCOc1ccc2nc(NC(=O)C3CCCO3)sc2c1 (configuration not stated)	-11.1	7.5%
COc1cc(C(=S)NCc2ccccc2)cc(Br)c1O	.	3.0%
COc1ccccc1-c1nnc(NC(=O)C2=COCCO2)o1	19.5	-2.3%
CC(C)c1ccc(NC(=O)C(c2ccccc2)N2CCOCC2)cc1 (configuration not stated)	7.4	-8.1%
